From PubChem
VP16 counter = counter-screen for ROR gamma inhibitors: Gal4-VP16 reporter; Drosophila S2 Gal4-VP16 UAS-luciferase, luminescence, 20 h; Potency, µM (series often up to 53.6 µM), inactives show top-dose activity, negative = inhibition, actives largely listed as inhibitors; actives 3.5% (n = 310,000);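 note: Gal4-VP16 expression switched on by copper sulfate through the metallothionein promoter; % is set by controls: 0 for no effect and ±100 for the full control effect; nearly all actives have a fitted effect of over 50% in size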
ELG1 genotox = genotoxicity induction in ELG1-luciferase HEK293T cells; Potency, µM (series often up to 46 µM), inactives show at the highest dose activity change, positive = activation, actives largely listed as activators; AID 504466; HEK293T ELG1-luciferase reporter, luminescence, 16 h; actives 1.3% (n = 330,000); note: % of control where 0% means no effect; nearly all actives have a fitted effect of over 60% in size
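Reporter readout depends on ELG1 protein level, which increases with genetic stress. After 16 hr compound exposure at 37 °C, luciferase activity was quantified using ONE-Glo.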
Rab9 prom act = activators of Rab9 promoter | Potency, µM (highest dose often 9.22 µM), without a hit: at the top dose activation, negative = inhibition, most hits filed as activators | AID 485297 | actives 2.8% (n = 320,000) | Huh7 Rab9 promoter-luciferase reporter, luminescence, 24 h; note: % of control where 0% means no effect; nearly all actives have a fitted effect of over 60% in size
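Measured in stably transfected Huh7 cells bearing a Rab9 promoter–luciferase construct: 24 h compound treatment at 37 °C, followed by luminescence detection.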
RORg inh = inhibitors of mouse ROR gamma transcriptional activity | P51450 | Drosophila S2 Gal4-RORgamma UAS-luciferase reporter, 20 h | Potency, µM (series often up to 53.6 µM), inactives show at the highest dose activity change, negative = inhibition, usual class: inhibitors | actives 5.4% (n = 310,000) | AID 2551; note: % is set by controls: 0 for no effect and ±100 for the full control effect; nearly all actives have a fitted effect of over 60% in size
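Luminescence from a UAS-regulated Photinus luciferase reporter in stably transfected Drosophila Schneider cells is measured; decreased signal marks ROR gamma inhibition. Fusion expression is induced by 700 uM copper sulfate for 20 hr.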
p53 reactivator = restores transcriptional activity of mutant p53 | H1299 p53-A138V BP100-luciferase reporter, luminescence, 24 h | Potency, µM (titrated, usually from 92.2 µM), for inactives: at the highest dose activity change, positive = activation, hits mostly activators | actives 0.063% (n = 320,000) | AID 504706; note: % of control where 0% means no effect; nearly all actives have a fitted effect of over 45% in size
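H1299 (p53-null), stable ts p53-A138V + BP100-Luc; 1000 cells/well, Opti-MEM/10% FBS; cpd 4 pt, 1:5; 24 h, 37 deg C, 5% CO2; detection reagent 10 min RT; luminescence.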
MLL CXXC-DNA inh = MLL CXXC-DNA interaction inhibition; Potency, µM (top dose mostly 115 µM), inactives show at the highest dose activity change, negative = inhibition, actives largely listed as inhibitors; AID 2662; Q03164; actives 0.037% (n = 290,000); MLL-CXXC / FITC-HOXA9 DNA fluorescence polarization; active = well fitted inhibition curve with a large enough effect in the polarisation, with a control signal flat, not every such curve was filed as active; inconclusive = small, poorly fitted or top-dose-only effect, or effect the other way, or a change in a side signal; inactive = no such curve, though single readings can be large or run the other way; the % refers to the polarisation
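Fluorescence polarization: 7 uM MLL-CXXC (stock) preincubated 5 min with compounds, then 50 nM fluorescein-HOX-A9 DNA (stock) added; 30 min ambient. Buffer 50 mM Tris-HCl pH 7.5, 50 mM NaCl, 1 mM DTT, 0.05% BSA.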
uPA surface inh = inhibitors of cell surface uPA generation; actives 0.31% (n = 330,000); Potency, µM (top dose mostly 38.3 µM), inactives show top-dose activity change, negative = inhibition, actives largely listed as inhibitors; AID 540303; cell surface uPA generation assay, qHTS; active = well fitted inhibition curve with a large enough effect; inconclusive = small, poorly fitted or top-dose-only effect; inactive = no such curve, though single readings can be large or run the other way; tested in mouse RAW 264.7 cells; note: % is set by controls: 0 for no effect and ±100 for the full control effect; nearly all actives have a fitted effect of over 55% in size
FLuc counter = inhibits or activates purified firefly luciferase, miR-21 counter-screen | P08659 | actives 6.9% (n = 360,000) | Potency, µM (doses to about 57.5 µM), for inactives: at the top dose activity change, negative = inhibition, usual class: inhibitors | purified FLuc, Km substrates, luminescence inhibition | AID 588342;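 note: plate controls were vehicle for no effect and reference inhibitor for full effect; nearly all actives have a fitted effect of over 55% in size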
Target sequence (P08659 whole entry, looked up): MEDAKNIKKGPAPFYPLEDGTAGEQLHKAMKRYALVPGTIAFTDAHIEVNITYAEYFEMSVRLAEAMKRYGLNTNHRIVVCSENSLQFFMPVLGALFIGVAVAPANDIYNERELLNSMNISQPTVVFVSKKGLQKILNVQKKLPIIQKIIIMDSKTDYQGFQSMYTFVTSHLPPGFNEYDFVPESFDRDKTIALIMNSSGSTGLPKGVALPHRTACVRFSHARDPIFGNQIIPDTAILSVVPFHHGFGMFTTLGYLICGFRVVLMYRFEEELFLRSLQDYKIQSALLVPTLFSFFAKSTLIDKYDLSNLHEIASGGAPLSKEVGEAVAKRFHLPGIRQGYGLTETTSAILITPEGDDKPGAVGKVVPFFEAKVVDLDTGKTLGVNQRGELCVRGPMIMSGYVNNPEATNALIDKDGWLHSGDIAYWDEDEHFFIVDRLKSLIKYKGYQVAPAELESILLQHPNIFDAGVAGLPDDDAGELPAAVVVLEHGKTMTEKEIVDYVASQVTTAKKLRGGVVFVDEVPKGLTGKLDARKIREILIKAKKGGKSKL
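Purified P. pyralis luciferase (10nM final) with 10uM D-luciferin and 10uM ATP (Km levels) in 50mM Tris acetate pH 7.5, 10mM Mg acetate, 0.01% Tween-20, 0.05% BSA; qHTS 6-point titration, ~60 µM downward; luminescence read.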
NPC1 promoter act = activates the NPC1 promoter; actives 2.4% (n = 320,000); AID 485313; Huh7 NPC1 promoter luciferase reporter, 24 h; Potency, µM (highest dose often 9.22 µM), for inactives: at the top dose activation, most hits filed as activators;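 note: % of control where 0% means no effect; nearly all actives have a fitted effect of over 60% in size; reporter is driven by a mutant NPC1 promoter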
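NPC1 promoter–luciferase Huh7 cells; 24 h compound; luminescence.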
MBNL1-CUG inh = blocks human MBNL1 binding to CUG repeat RNA | TR-FRET MBNL1-His/biotin-(CUG)12 binding, 665/545 ratio | Q9NR56 | AID 2675 | Potency, µM (doses to about 57.5 µM), for inactives: at the highest dose activity change, negative = inhibition, usual class: inhibitors | actives 0.036% (n = 280,000); active = well fitted inhibition curve with a large enough effect in the signal ratio, with a control signal flat, not every such curve was filed as active; inconclusive = small, poorly fitted or top-dose-only effect, or effect the other way, or a change in a side signal; inactive = no such curve, though single readings can be large or run the other way; the % refers to the signal ratio; note: % is set by controls: 0 for no effect and ±100 for the full control effect
Target sequence (Q9NR56 whole entry, looked up): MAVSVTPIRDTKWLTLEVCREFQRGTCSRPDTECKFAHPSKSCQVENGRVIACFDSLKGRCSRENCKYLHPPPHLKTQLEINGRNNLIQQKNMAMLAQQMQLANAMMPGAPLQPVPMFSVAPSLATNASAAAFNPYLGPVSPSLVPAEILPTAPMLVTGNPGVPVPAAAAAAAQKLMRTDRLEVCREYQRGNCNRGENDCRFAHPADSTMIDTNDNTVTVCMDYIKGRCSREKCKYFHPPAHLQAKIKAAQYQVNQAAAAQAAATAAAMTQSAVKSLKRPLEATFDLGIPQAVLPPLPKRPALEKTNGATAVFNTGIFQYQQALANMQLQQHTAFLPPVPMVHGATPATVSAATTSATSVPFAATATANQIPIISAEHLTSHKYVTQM
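MBNL1-His + Biotin-(CUG)12, cpd titration 92 nM–58 uM; Tb anti-His Ab 0.055 ng/ul, SA-XL665 5 nM (final); 60 min RT; ratiometric 665/545 nm, Ex 340 nm; normalized to buffer and full-complex controls.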
BRCA1 expr up = activators of BRCA1 expression; Potency, µM (series often up to 46.1 µM), inactives show at the top dose activation, actives largely listed as activators; actives 1.1% (n = 380,000); AID 624202; MCF7-BRCA1-FFLuc reporter, luminescence, 48 h; response scale: scaled: vehicle 0%, 10 µM genistein 100%; note: nearly all actives have a fitted effect of over 80% in size; some results filed as inactive show a strong effect at the top dose
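Luminescence from a BRCA1-driven firefly luciferase in MCF7 cells was the read-out, taken 15 min after substrate addition following 48 h compound exposure at 37 °C. Data were normalized to a 10 microM genistein control and DMSO vehicle.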
Starred values were filed as active, the others as inactive; ? = inconclusive; . = no result given; & = joins results of further samples; [ ] = another dose, or the depositor's remark. Unless noted, calls come from the whole dose curve; as a rule, active = well fitted curve in the direction sought with a large enough effect; inconclusive = small, poorly fitted or top-dose-only effect, or another doubt; inactive = no such curve, though single readings can be large; an effect the other way counts as inactive or inconclusive. Potency is the fitted concentration of half-maximal effect. An excerpt; rates above refer to the full screens.

smiles	VP16 counter	ELG1 genotox	Rab9 prom act	RORg inh	p53 reactivator	MLL CXXC-DNA inh	uPA surface inh	FLuc counter	NPC1 promoter act	MBNL1-CUG inh	BRCA1 expr up
CC(C)CCc1noc(CN(C)CC2CCN(Cc3ccccc3)CC2)n1	-2%	-5%	-3%	3%	1%	0%	-3%	1%	-2%	-9%	-8%
CCC(=O)c1ccc(OCC(=O)OCC(=O)NC2CCCC2)cc1	.	1%	-2%	.	-3%	.	0%	-1%	2%	.	10%
COc1cccc(CN2CCNC(=O)C2CC(=O)NCCCn2ccnc2)c1 (stereo not drawn)	-2%	-2%	-4%	14%	1%	0%	2%	-1%	-1%	-8%	5%
COC(=O)CSc1nnc(-c2ccoc2C)n1-c1ccc(C)cc1	-12%	-1%	-4%	16%	1%	-7%	4%	0%	28%	1%	4%
OCCC#Cc1ccc(CN2CCN(Cc3ccsc3)C(CCO)C2)cc1 (stereo not drawn)	-10%	-10%	-5%	43%	-1%	2%	2%	?	7%	?	-9%
CCCN1CCc2c(sc3nc(SCC)n(-c4ccc(OC)cc4)c(=O)c23)C1	9%	-12%	-2%	14%	-2%	-3%	-4%	1%	0%	18%	-35%
Cc1cnc(CN(C)C(=O)C2CCC(=O)N(CCc3cccc(F)c3)C2)[nH]1 (stereo not drawn)	2%	2%	-4%	-3%	12%	1%	8%	1%	-5%	-1%	-2%
Cc1ccc(S(=O)(=O)NCC(=O)N(CC(=O)NCc2ccco2)Cc2ccc3c(c2)OCO3)cc1	-5%	6%	12%	11%	-5%	5%	-7%	8%	8%	-3%	-12%
Cc1cccn2c(=O)c3cc(S(=O)(=O)c4ccccc4)c(=N)n(CC4CCCO4)c3nc12 (stereo not drawn)	8%	2%	-5%	-37%	1%	5%	1%	4%	-1%	-1%	0%
CCCc1[nH]n(-c2nc3ccccc3s2)c(=O)c1C=NCCCN(CC)CC	-19%	?	26%	20µM*	10%	0%	-7%	?	10%	-11%	2%
O=C(NC(c1ccccc1)c1ccccn1)c1cccc([N+](=O)[O-])c1 (stereo not drawn)	-2%	4%	2%	3%	-3%	-7%	3%	-1%	-1%	?	4%
O=C(Nc1cccc2nsnc12)c1ccc(F)cc1	-6%	-4%	12%	14%	17%	-3%	-9%	?	6%	?	-54%
CN(CC(=O)Nc1ccccc1C(F)(F)F)C(=O)Cc1ccc(S(=O)(=O)N2CCOCC2)s1	.	0%	-2%	.	2%	.	3%	1%	-1%	.	7%
Cc1ccc([N+](=O)[O-])cc1N	0%&15%	5%	2%	2%&3%	-2%	0%	11%	3%	-6%	.	-14%
Cc1ccccc1-n1ncc2c1CC(C)(C)CC2NC(=O)CCC1=NNC(=O)CC1 (stereo not drawn)	3%	0%	-2%	-21%	6%	-3%	-3%	-2%	2%	0%	4%
Cc1ccc(C)c(Nc2c([N+](=O)[O-])ccc3nonc23)c1	8%	8%	5%	-1%	-3%	-7%	-7%	2%	1%	23%	-15%
O=c1c2c3c(sc2nc2n1CCCCC2)CCCC3	-1%	23µM*	?	32%	?	0%	0%	19µM*	?	-1%	4.5µM*
CN(CC(=O)Nc1ccc2c(c1)OCCO2)Cc1nc2ccccc2c(=O)[nH]1	.	5%	-3%	.	-6%	.	6%	2%	1%	.	-2%
O=c1[nH][nH]c(=O)c2cc([N+](=O)[O-])ccc12	-15%	-1%	-1%	-10%	5%	.	0%&9%	9%	-5%	.	13%&10%
COc1ccc(S(=O)(=O)N2CN(CCc3ccc(OC)c(OC)c3)c3nc4ccccc4nc32)cc1	4%	-4%	-2%	-5%	-2%	18%	2%	3%	0%	1%	-7%

More results:
smiles	VP16 counter	ELG1 genotox	Rab9 prom act	RORg inh	p53 reactivator	MLL CXXC-DNA inh	uPA surface inh	FLuc counter	NPC1 promoter act	MBNL1-CUG inh	BRCA1 expr up
CN(C(=O)CSC1=NC2C(N=N1)c1cc(Br)ccc1N2C)C1CCCCC1 (stereo not drawn)	0%	2%	-6%	-15%	0%	-1%	-5%	1%	-4%	0%	3%
CCc1ccc2c(c1)C1(NN=C(c3ccccc3)S1)C(=O)N2 (stereo not drawn)	6.3µM*	4%	14%	?	?	-21%	-14%	?	0%	?	-58%
Cc1ccccc1NC1=NCC(c2ccc([N+](=O)[O-])cc2)S1 (stereo not drawn)	22µM*	?	0%	?	10%	-4%	19%	-17%	10%	?	-39%
COc1ccc(C)c2sc(N(CCCN(C)C)C(=O)c3ccc4c(c3)OCCO4)nc12	.	?	3%	.	3%	.	-19%	-11%	-4%	.	-38%
O=C(NC1CC2CCC(C1)N2Cc1ccccc1)c1ccccc1Br (stereo not drawn)	12%	-2%	-2%	-28%	.	-7%	0%	-1%	1%	0%	0%
O=C1CSC(=S)N1CC1CCCO1 (stereo not drawn)	-29%	0%	-4%	?	20%	-1%	-26%	-1%	-2%	5%	-38%
COc1cccc(NC(=O)C(c2ccccc2)N2CCN(CC(=O)N3CCOCC3)CC2)c1 (stereo not drawn)	.	0%	-4%	.	13%	.	8%	-21%	-4%	.	-11%
O=C(CCn1c(=S)oc2ccccc21)Nc1ccccc1F	2%	7%	-1%	36%	-2%	-1%	0%	-1%	0%	-6%	-20%
CCN1C(=O)c2ccccc2S(=O)(=O)c2ccc(C(=O)NCc3cccnc3)cc21	-2%	2%	-1%	9%	-2%	-5%	-5%	2%	1%	-12%	-20%
c1ccc(-c2nc3ccccc3nc2N2CCOCC2)cc1	2%	1%	15%	-1%	29%	-1%	4%	-13%	-1%	7%	-26%
Cn1c(N)c(C(=O)COC(=O)COc2ccc3ccccc3c2)c(=O)n(C)c1=O	7%	0%	-1%	6%	1%	-1%	1%	?	-7%	-5%	2%
Cc1nc2scc(C)n2c(=O)c1S(=O)(=O)Nc1ccc(N2CCOCC2)c(Cl)c1	11µM*	-8%[9.26 µM]	-14%	-23%	-7%	14%	-4%	-1%&-17%	-14%	4%	5%
Cc1nc(C)c(NC(=O)OC(C)C)cc1NC(=O)OC(C)C	1%	1%	-1%	21%	14%	-17%	-1%	-1%	0%	0%	0%
CC(=O)NS(=O)(=O)c1ccc(NC(=S)NC(=O)C2CCC2)cc1	.	-1%	0%	.	.	-1%	-4%	-1%	-2%	-2%	1%
CCO[C@@H]1OC(C(N)=O)=C[C@H](c2ccccc2)[C@H]1CCCO	-1%	3%	1%	-6%	-6%	?	7%	3%	-3%	-1%	12%
Nc1ccc(S(N)(=O)=O)cc1N	-6%	5%	?	-15%	11%	1%	3%	?	0%	?	-11%
COc1cccc(NC(=O)CN(C)C(=O)Cn2cnc3ccccc3c2=O)c1	.	2%	-7%	.	-2%	.	-9%	1%	0%	.	-20%
COc1cccc2cc(CC(=O)c3ccccc3)c(=O)oc12	23%	11%	?	-9%	12%	22%	7%	17µM*	?	8%	10µM*
CCCN(CCC)Cc1cc(=O)oc2cc3c(cc12)CCC3	-1%	-3%	0%	-9%	18%	-2%	0%	-12%	-4%	.	4%
S=C(NC1CCCC1)N1CCN(c2ccccn2)CC1	16%	1%	-2%	-12%	-16%	1%	2%	-1%	-3%	-5%	-15%

(list continues)
smiles	VP16 counter	ELG1 genotox	Rab9 prom act	RORg inh	p53 reactivator	MLL CXXC-DNA inh	uPA surface inh	FLuc counter	NPC1 promoter act	MBNL1-CUG inh	BRCA1 expr up
COc1ccc(-c2noc(CN3CCOCC3)n2)cc1OC	7%	1%	9%	-8%	4%	-5%	-2%	-1%	7%	-3%	14%
Cc1cc(C)c2nc(N3CCC(C(=O)NCc4cccnc4)CC3)sc2c1	-10%	0%	11%	3%	6%	8%	-3%	?	1%	10%	40%
CCOC(=O)C(=CNNc1ccsc1C(=O)OC)C(=O)OCC	6%	-4%	1%	-1%	0%	39%[activator]	2%	-1%	2%	5%	-2%
Cc1ccc2oc(=S)n(C)c2c1	1%	-1%	-2%	-17%	-4%	6%	-2%	1%	-4%	-6%[11.5 µM]	21%
O=C(c1ccc(=O)[nH]c1)N1CCN(S(=O)(=O)c2ccc3ccccc3c2)CC1	.	0%	-5%	.	-9%	.	-17%	-1%	-1%	.	-21%

Results in VP16 counter, BRCA1 expr up and MLL CXXC-DNA inh, for some of the entries so far:
SMILES	VP16 counter	BRCA1 expr up	MLL CXXC-DNA inh
COc1ccc(-c2noc(CN3CCOCC3)n2)cc1OC	7%	14%	-5%
Cc1cc(C)c2nc(N3CCC(C(=O)NCc4cccnc4)CC3)sc2c1	-10%	40%	8%
